Bioassay records from PubChem BioAssay.
PriA SSB inh: inhibitors of Klebsiella pneumoniae PriA binding to SSB C-terminal tail; AlphaScreen SSBct-PriA binding, biotinylated peptide; inhibition, % at 33 µM; hit rate 0.6% among 430,000; AID 1272365; in the data active means inhibition mostly above about 37%, no sharp cut-off; inactive means mostly below about 20%;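 further: plate controls were negative control peptide for no effect and reference peptide for full effect; strong numbers were not always called active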
Rv3671c inh: inhibitors of M. tuberculosis serine protease Rv3671c; P9WHR9; AID 2606; inhibition, % at 5.96 µM; hit rate 0.048% among 320,000; in the data active means inhibition above about 38%;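 further: extracellular domain of Rv3671c used as enzyme; 0% = enzyme with DMSO and 100% = no enzyme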
Target sequence (P9WHR9 whole entry, looked up, the tested form may be a part): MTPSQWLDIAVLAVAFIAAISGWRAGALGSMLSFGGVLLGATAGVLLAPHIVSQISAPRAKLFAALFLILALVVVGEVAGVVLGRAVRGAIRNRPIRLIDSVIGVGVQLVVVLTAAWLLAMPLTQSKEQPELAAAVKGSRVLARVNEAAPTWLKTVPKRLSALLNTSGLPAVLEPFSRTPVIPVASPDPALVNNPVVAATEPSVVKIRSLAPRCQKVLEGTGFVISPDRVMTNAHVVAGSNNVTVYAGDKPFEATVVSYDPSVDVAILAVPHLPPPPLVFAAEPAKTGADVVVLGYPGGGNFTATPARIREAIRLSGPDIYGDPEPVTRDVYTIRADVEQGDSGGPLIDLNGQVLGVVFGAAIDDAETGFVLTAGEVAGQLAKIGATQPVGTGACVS
CCHF vOTU inh: blocks the CCHF virus ovarian tumor domain protease; CCHFV vOTU protease, Pep-AMC fluorescence; inhibition, % at 11.5 µM; hit rate 0.55% among 370,000; AID 651958; in the data active means inhibition above about 30%; further: 0% = vehicle wells with enzyme and 100% = no enzyme wells
Vc quorum ag: induces V. cholerae light production without autoinducers; V. cholerae BH1578 lux reporter, luminescence, 6 h; hit rate 0.16% among 350,000; AID 588436; activation, % at 18.7 µM; in the data active means activation mostly above about 9.7%, no sharp cut-off; further: not every result past the cut was called active; inactives centre near 0; reference of the scale not given here
3CLpro inhibitor: SARS-CoV 3CLpro protease inhibition; P0C6X7; recombinant SARS-CoV 3CLpro, quenched FRET peptide cleavage; inhibition, % at 6 µM; hit rate 0.14% among 290,000; AID 1706; in the data active means inhibition above about 12%
PrPC surface inh: cell surface PrPC inhibition, primary TR-FRET screen | P04156 | TR-FRET read-out | inhibition, % at 13.8 µM | hit rate 0.43% among 370,000 | AID 720596; in the data active means inhibition above about 24%; further: 0% = median of the test wells and 100% = reference compound wells
MazEF act: activators of E. coli MazEF toxin-antitoxin RNase; activation, % at 20 µM; hit rate 0.32% among 350,000; FAM/BHQ RNA-DNA oligo cleavage fluorescence, 5 h; P0AE70; in the data active means activation above about 50%
Target sequence (P0AE70 whole entry, looked up): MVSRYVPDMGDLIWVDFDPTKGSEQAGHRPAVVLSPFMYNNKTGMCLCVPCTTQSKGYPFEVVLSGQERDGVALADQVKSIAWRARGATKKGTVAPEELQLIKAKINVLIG
DUSP3 inh: DUSP3 (human) phosphatase inhibition. hit rate 0.52% among 290,000. AID 1654. recombinant VHR phosphatase, pNPP absorbance. inhibition, % at 13.3 µM; in the data active means inhibition above about 50%; further: some compounds called inactive have numbers as strong as hits
Target sequence (P51452 whole entry, looked up): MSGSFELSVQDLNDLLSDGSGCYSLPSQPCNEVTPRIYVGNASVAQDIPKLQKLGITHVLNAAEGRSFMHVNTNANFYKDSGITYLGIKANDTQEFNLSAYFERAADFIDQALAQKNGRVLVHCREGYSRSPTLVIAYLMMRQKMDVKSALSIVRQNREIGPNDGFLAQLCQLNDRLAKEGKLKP
TcdB inh: TcdB glycohydrolase inhibition; P18177; TcdB glycohydrolase enzymatic assay, plate reader; inhibition, % at 9.99 µM; hit rate 0.24% among 350,000; in the data active means inhibition above about 10%
Yp Topo-I inh: Y. pestis Topo-I inhibition via cleavage products; hit rate 0.064% among 360,000; Y. pestis Topo-I cleavage product accumulation, plate reader; activity, % at 10 µM; in the data active means activity above about 50%, passing the limit was not always enough; further: inactives centre near 2
Starred values were filed as active, the others as inactive. These rows are one share of the data. The share of hits here may be higher or lower than overall.

How did Cc1ccc(NS(=O)(=O)c2ccc(OCC(=O)NCc3ccccn3)cc2)cc1 do in these assays?
PriA SSB inh: -12; Rv3671c inh: -11; CCHF vOTU inh: 2; Vc quorum ag: -4.2; 3CLpro inhibitor: 4; PrPC surface inh: -4; MazEF act: 0; DUSP3 inh: 1; TcdB inh: 1.1; Yp Topo-I inh: 11

Results for Cc1nn(-c2ccc(C(=O)Nc3nnc(C4CC4)s3)cc2)c(C)c1Cl ?
PriA SSB inh: -23; Rv3671c inh: 13; CCHF vOTU inh: 7; Vc quorum ag: 0.7; 3CLpro inhibitor: 2; PrPC surface inh: -2; MazEF act: -20; DUSP3 inh: 15; Yp Topo-I inh: -3

How did Cc1ccc(CN2CCN(CCCn3cccn3)CC2CCO)cc1 (configuration not stated) do in these assays?
PriA SSB inh: -5; Rv3671c inh: 0; CCHF vOTU inh: -16; Vc quorum ag: 0.6; 3CLpro inhibitor: -1; PrPC surface inh: -11; MazEF act: 7; DUSP3 inh: 26; TcdB inh: -0.1; Yp Topo-I inh: -2

What do the screens show for `Cc1sc2nc(CN3CCOCC3)nc(NCCc3ccccc3)c2c1C`?
PriA SSB inh: 1; Rv3671c inh: 1; CCHF vOTU inh: -21; Vc quorum ag: inactive; 3CLpro inhibitor: 0; PrPC surface inh: -2; MazEF act: -13; DUSP3 inh: 31; Yp Topo-I inh: 22

Results for Cc1nc(SCC(=O)NCC2CCCO2)nc(C)c1C (configuration not stated) ?
PriA SSB inh: 3; Rv3671c inh: 9; CCHF vOTU inh: 4; Vc quorum ag: -0.3; PrPC surface inh: 4; MazEF act: 0; TcdB inh: -2.0; Yp Topo-I inh: -1

What do the screens show for `COc1ccc(OC)c(NC(=O)Cc2cccs2)c1`?
PriA SSB inh: 3; Rv3671c inh: 2; CCHF vOTU inh: -10; Vc quorum ag: 0.7; 3CLpro inhibitor: 0; PrPC surface inh: 11; MazEF act: 4; DUSP3 inh: 26; TcdB inh: -0.3; Yp Topo-I inh: 1

Results for N#Cc1c(-n2cccc2)cccc1-n1cccc1 ?
PriA SSB inh: -4; Rv3671c inh: -7; CCHF vOTU inh: -5; Vc quorum ag: -0.5; 3CLpro inhibitor: -2; PrPC surface inh: 0; MazEF act: 9; DUSP3 inh: 10; Yp Topo-I inh: 4

How did CC(C)(C)C(=O)NC1CC2CCCC(C1)N2C(=O)Nc1ccccc1 (configuration not stated) do in these assays?
PriA SSB inh: -1; Rv3671c inh: 4; CCHF vOTU inh: -11; Vc quorum ag: -0.3; 3CLpro inhibitor: -6; PrPC surface inh: 3; MazEF act: 1; DUSP3 inh: 25; TcdB inh: -0.7; Yp Topo-I inh: -11

How did Cc1ccsc1/C=N\NC(=O)CCc1c(C)n[nH]c1C do in these assays?
Rv3671c inh: -7; CCHF vOTU inh: -10; Vc quorum ag: -1.6; 3CLpro inhibitor: -4; PrPC surface inh: -8; MazEF act: -13; DUSP3 inh: -3; TcdB inh: 0.2; Yp Topo-I inh: -2

What do the screens show for `COc1ccc(C)cc1NC(=O)C(CCS(C)(=O)=O)NC(C)=O` (configuration not stated)?
PriA SSB inh: -4; Rv3671c inh: 4; CCHF vOTU inh: 1; Vc quorum ag: inactive; 3CLpro inhibitor: 3; PrPC surface inh: 0; MazEF act: 4; DUSP3 inh: 15; TcdB inh: -1.7; Yp Topo-I inh: -2

How did CCOC(=O)c1sc(=S)n(-c2ccc(F)c(F)c2)c1N do in these assays?
PriA SSB inh: -16; Rv3671c inh: 4; CCHF vOTU inh: -1; Vc quorum ag: -0.7; 3CLpro inhibitor: 0; PrPC surface inh: -12; MazEF act: -1; DUSP3 inh: 21; Yp Topo-I inh: 2

What do the screens show for `O=C(NC1CCC(O)CC1)c1ccc(-c2ccc([N+](=O)[O-])cc2)o1` (configuration not stated)?
PriA SSB inh: -1; Rv3671c inh: -6; CCHF vOTU inh: 25; Vc quorum ag: inactive; 3CLpro inhibitor: 4; PrPC surface inh: -27; MazEF act: 2; DUSP3 inh: -12; TcdB inh: 2.3; Yp Topo-I inh: 7

How did CN(Cc1ccccc1)C(=O)c1[nH]cnc1C(=O)Nc1ccccc1F do in these assays?
CCHF vOTU inh: -5; Vc quorum ag: -0.4; PrPC surface inh: -3; MazEF act: 11; TcdB inh: 0.2; Yp Topo-I inh: -8

Results for O=C(Nc1cccc(F)c1)c1cccc(S(=O)(=O)N2CCOCC2)c1 ?
PriA SSB inh: -16; Rv3671c inh: -11; CCHF vOTU inh: -8; Vc quorum ag: -0.5; 3CLpro inhibitor: -3; PrPC surface inh: 8; MazEF act: -5; DUSP3 inh: 18; Yp Topo-I inh: -10

How did CC(=O)Nc1ccc(CN2C(=O)C(C)(C)ON=C2c2ccc(C(F)(F)F)cc2)cc1 do in these assays?
CCHF vOTU inh: 6; Vc quorum ag: inactive; PrPC surface inh: 6; TcdB inh: -2.5; Yp Topo-I inh: -3

How did COc1ccccc1OCC(=O)Nc1cccc(-c2nnc(-c3ccco3)o2)c1 do in these assays?
PriA SSB inh: -28; Rv3671c inh: -16; CCHF vOTU inh: 4; Vc quorum ag: -0.6; 3CLpro inhibitor: -5; PrPC surface inh: 3; MazEF act: -27; DUSP3 inh: 16; TcdB inh: -1.5; Yp Topo-I inh: 7

How did CCC(C(=O)NCCC(C)C)n1ccc2cc(S(=O)(=O)N3CCCCC3)ccc21 (configuration not stated) do in these assays?
PriA SSB inh: -3; Rv3671c inh: -24; Vc quorum ag: -5.1; 3CLpro inhibitor: 2; MazEF act: 16; DUSP3 inh: 23; Yp Topo-I inh: 8

Results for Cc1ccc(N(CC(=O)O)S(=O)(=O)c2cccc3nonc23)cc1 ?
PriA SSB inh: -13; Rv3671c inh: -1; CCHF vOTU inh: 10; Vc quorum ag: inactive; 3CLpro inhibitor: 6; PrPC surface inh: -26; MazEF act: 6; DUSP3 inh: 19; Yp Topo-I inh: -5

What do the screens show for `Cc1cc2c(c(=O)o1)C1(C(=O)N(CC(=O)O)c3ccccc31)C(C#N)=C(N)O2` (configuration not stated)?
PriA SSB inh: 1; Rv3671c inh: 3; CCHF vOTU inh: 16; Vc quorum ag: inactive; 3CLpro inhibitor: -1; PrPC surface inh: 2; MazEF act: 6; DUSP3 inh: 26; Yp Topo-I inh: 2

How did CCOc1ccc(C(CC(=O)O)NC(=O)c2cccs2)cc1OC (configuration not stated) do in these assays?
PriA SSB inh: -12; Rv3671c inh: 4; CCHF vOTU inh: 8; Vc quorum ag: -0.5; 3CLpro inhibitor: 7; PrPC surface inh: -6; MazEF act: 11; DUSP3 inh: 14; TcdB inh: 0.9; Yp Topo-I inh: 4

Results for N#Cc1ccccc1S(=O)(=O)N1CCN(CC(O)c2ccccc2)CC1 (configuration not stated) ?
PriA SSB inh: -1; Rv3671c inh: 0; CCHF vOTU inh: 4; Vc quorum ag: inactive; 3CLpro inhibitor: 1; PrPC surface inh: 0; MazEF act: 2; DUSP3 inh: 12; TcdB inh: 1.0; Yp Topo-I inh: 11

Results for CCn1c(C(C)NC(=O)c2cccs2)nc2ccccc21 (configuration not stated) ?
PriA SSB inh: -17; Rv3671c inh: 3; CCHF vOTU inh: -6; Vc quorum ag: -0.3; 3CLpro inhibitor: 2; PrPC surface inh: 2; MazEF act: 5; DUSP3 inh: 2; TcdB inh: 2.0; Yp Topo-I inh: 7

How did CCc1nnc(NC(=O)C2CCCN2C(=O)Nc2ccc(C)cc2)s1 (configuration not stated) do in these assays?
PriA SSB inh: -14; Rv3671c inh: 2; CCHF vOTU inh: 9; Vc quorum ag: -0.2; 3CLpro inhibitor: -4; PrPC surface inh: -3; MazEF act: -2; DUSP3 inh: -9; TcdB inh: 0.9; Yp Topo-I inh: 26

What do the screens show for `CC(C)Oc1ccccc1NC(=O)CSc1nccn1C`?
PriA SSB inh: -12; Rv3671c inh: 5; CCHF vOTU inh: 8; Vc quorum ag: -0.2; 3CLpro inhibitor: -2; PrPC surface inh: 3; MazEF act: -19; DUSP3 inh: -5; TcdB inh: 2.5; Yp Topo-I inh: -11

How did COc1ccc(CCNC2=CC(=O)CC(C)(C)C2)cc1 do in these assays?
PriA SSB inh: 4; Rv3671c inh: -2; CCHF vOTU inh: -10; Vc quorum ag: -0.9; 3CLpro inhibitor: 2; PrPC surface inh: 4; MazEF act: 2; DUSP3 inh: -13; TcdB inh: 1.4; Yp Topo-I inh: 6

Results for COc1ccc(C2=NCCn3nc4cc(OC)ccc4c32)cc1 ?
PriA SSB inh: 3; Rv3671c inh: 2; CCHF vOTU inh: 2; Vc quorum ag: inactive; PrPC surface inh: -17; MazEF act: 6; TcdB inh: 2.2; Yp Topo-I inh: 2

How did Cc1cc(C)c2c(CC(=O)O)c(C)[nH]c2c1 do in these assays?
PriA SSB inh: 3; Rv3671c inh: 1; CCHF vOTU inh: -8; Vc quorum ag: -0.5; 3CLpro inhibitor: 3; PrPC surface inh: 4; MazEF act: 3; DUSP3 inh: -6; TcdB inh: 0.0; Yp Topo-I inh: 0

What do the screens show for `CCC1=NN2C(=N)/C(=C\c3ccc(OCCOc4ccccc4)c(OC)c3)C(=O)N=C2S1`?
Rv3671c inh: 5; CCHF vOTU inh: -8; 3CLpro inhibitor: 0; PrPC surface inh: 4; DUSP3 inh: 26; TcdB inh: -0.1

What do the screens show for `CCOC(=O)c1c(C)nc(C)c(C(=O)OCC)c1-c1cccc([N+](=O)[O-])c1`?
CCHF vOTU inh: 0; Vc quorum ag: -5.3; PrPC surface inh: -1; MazEF act: 3; TcdB inh: 0.6; Yp Topo-I inh: 17

How did CC1CN(C(=O)c2ccccc2OCc2ccc(Cl)cc2Cl)CC(C)O1 (configuration not stated) do in these assays?
PriA SSB inh: -19; Rv3671c inh: 3; CCHF vOTU inh: 4; Vc quorum ag: -0.2; PrPC surface inh: 2; MazEF act: -2; TcdB inh: 1.3; Yp Topo-I inh: 21

What do the screens show for `Cc1c(Cl)cccc1NC(=O)CNC(=O)CCS(=O)(=O)c1ccc(F)cc1`?
PriA SSB inh: 2; Rv3671c inh: -7; CCHF vOTU inh: 0; Vc quorum ag: inactive; PrPC surface inh: -10; MazEF act: -6; TcdB inh: 1.5; Yp Topo-I inh: 1

What do the screens show for `CCn1c(CNc2nc3ccccc3n2C(C)C)nc2ccccc21`?
PriA SSB inh: 1; Rv3671c inh: 3; CCHF vOTU inh: 0; Vc quorum ag: -0.3; 3CLpro inhibitor: -5; PrPC surface inh: 9; MazEF act: -4; DUSP3 inh: 13; Yp Topo-I inh: 8

What do the screens show for `Cc1cc(C)nc(NC(=S)NC(=O)c2ccccc2)n1`?
PriA SSB inh: -7; Rv3671c inh: 6; CCHF vOTU inh: 4; Vc quorum ag: inactive; 3CLpro inhibitor: 3; PrPC surface inh: 4; MazEF act: 5; DUSP3 inh: 20; TcdB inh: 0.5; Yp Topo-I inh: -7

How did Cc1cc(C)c(S(=O)(=O)Nc2cc(C)on2)c(C)c1 do in these assays?
PriA SSB inh: -1; Rv3671c inh: 1; CCHF vOTU inh: -1; Vc quorum ag: inactive; 3CLpro inhibitor: 3; PrPC surface inh: 3; MazEF act: -4; DUSP3 inh: 18; TcdB inh: 1.9; Yp Topo-I inh: 5

3 records drawn at random from the list so far:
What do the screens show for `Cc1c(Cl)cccc1NC(=O)CNC(=O)CCS(=O)(=O)c1ccc(F)cc1`?
PriA SSB inh: 2; Rv3671c inh: -7; CCHF vOTU inh: 0; Vc quorum ag: inactive; PrPC surface inh: -10; MazEF act: -6; TcdB inh: 1.5; Yp Topo-I inh: 1

What do the screens show for `CCn1c(CNc2nc3ccccc3n2C(C)C)nc2ccccc21`?
PriA SSB inh: 1; Rv3671c inh: 3; CCHF vOTU inh: 0; Vc quorum ag: -0.3; 3CLpro inhibitor: -5; PrPC surface inh: 9; MazEF act: -4; DUSP3 inh: 13; Yp Topo-I inh: 8

What do the screens show for `Cc1cc(C)nc(NC(=S)NC(=O)c2ccccc2)n1`?
PriA SSB inh: -7; Rv3671c inh: 6; CCHF vOTU inh: 4; Vc quorum ag: inactive; 3CLpro inhibitor: 3; PrPC surface inh: 4; MazEF act: 5; DUSP3 inh: 20; TcdB inh: 0.5; Yp Topo-I inh: -7
